# Screens (PubChem BioAssay)
# FadD28 binding = inhibitors of Mycobacterium tuberculosis FadD28 bisubstrate binding. FadD28 bisubstrate probe binding, fluorescence polarization. inhibition, % at 12.5 µM. 360,000 tested, 0.22% active. AID 588549; in the data active = inhibition above about 8.5%, passing the limit was not always enough; inconclusive = no clear call, values can overlap the other calls
# FBA Mtb inh = inhibitors of M. tuberculosis fructose-bisphosphate aldolase; AID 588726; P9WQA3; 360,000 tested, 2.3% active; inhibition, % at 1 µM; purified M. tuberculosis FBA, fluorescence read-out; in the data active = inhibition above about 27%;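 note: 0% = vehicle and 100% = reference inhibitor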
# Target sequence (P9WQA3 whole entry, looked up): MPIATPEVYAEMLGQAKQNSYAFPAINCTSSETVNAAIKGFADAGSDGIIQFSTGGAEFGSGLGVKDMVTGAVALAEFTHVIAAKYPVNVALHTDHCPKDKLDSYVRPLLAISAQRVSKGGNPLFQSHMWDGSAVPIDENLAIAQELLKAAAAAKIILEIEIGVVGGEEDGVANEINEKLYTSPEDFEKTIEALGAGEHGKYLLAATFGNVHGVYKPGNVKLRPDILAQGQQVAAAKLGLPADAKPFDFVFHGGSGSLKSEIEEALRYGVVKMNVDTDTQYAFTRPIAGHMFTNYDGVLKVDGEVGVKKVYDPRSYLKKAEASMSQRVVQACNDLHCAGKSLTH
# BoNT A protease = blocks Botulinum neurotoxin A light chain protease; multiplex microsphere protease substrate cleavage, flow cytometry; inhibition, % at 10 µM; 360,000 tested, 0.17% active; AID 588499; in the data active = inhibition above about 30%; inconclusive = no clear call, values can overlap the other calls; note: plate controls were buffer without enzyme for full effect and enzyme alone for no effect
# BoNT-F LC inh = BoNT F light chain protease inhibition | Multiplex microsphere protease cleavage assay, flow cytometry | inhibition, % at 10 µM | AID 588497 | 360,000 tested, 0.22% active; in the data active = inhibition above about 35%, passing the limit was not always enough; inconclusive = no clear call, values can overlap the other calls; note: plate controls were buffer without enzyme for full effect and enzyme alone for no effect
# PrPC surface inh = inhibitors of human cell surface prion protein PrPC | P04156 | inhibition, % at 13.8 µM | 370,000 tested, 0.43% active | TR-FRET read-out; in the data active = inhibition above about 24%; note: 0% = median of the test wells and 100% = reference compound wells
# CCHF vOTU inh = blocks the CCHF virus ovarian tumor domain protease; CCHFV vOTU protease, Pep-AMC fluorescence; AID 651958; 370,000 tested, 0.55% active; inhibition, % at 11.5 µM; note: 0% = vehicle wells with enzyme and 100% = no enzyme wells
# GDH-TPI counter = counter-screen for M. tuberculosis FBA inhibitors: GDH-TPI coupled enzymes | GDH-TPI coupled enzyme counterscreen, NADH absorbance | inhibition, % at 4.8 µM | 360,000 tested, 1.2% active | AID 588335;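 note: 0% = DMSO wells and 100% = wells lacking the enzyme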
# BioA inh = inhibitors of Mycobacterium tuberculosis BioA enzyme. inhibition, % at 9.99 µM. AID 602481. purified M. tuberculosis BioA enzyme, plate reader. 360,000 tested, 0.096% active; in the data active = inhibition above about 40%; inconclusive = no clear call, values can overlap the other calls
# Mtb UGM inh = Mtb UDP-galactopyranose mutase inhibition | P9WIQ1 | purified UGM, fluorescence polarization probe displacement | inhibition, % at 10 µM | 320,000 tested, 0.06% active | AID 504406; in the data active = inhibition above about 10%, passing the limit was not always enough; inconclusive = no clear call, values can overlap the other calls
# Target sequence (P9WIQ1 whole entry, looked up): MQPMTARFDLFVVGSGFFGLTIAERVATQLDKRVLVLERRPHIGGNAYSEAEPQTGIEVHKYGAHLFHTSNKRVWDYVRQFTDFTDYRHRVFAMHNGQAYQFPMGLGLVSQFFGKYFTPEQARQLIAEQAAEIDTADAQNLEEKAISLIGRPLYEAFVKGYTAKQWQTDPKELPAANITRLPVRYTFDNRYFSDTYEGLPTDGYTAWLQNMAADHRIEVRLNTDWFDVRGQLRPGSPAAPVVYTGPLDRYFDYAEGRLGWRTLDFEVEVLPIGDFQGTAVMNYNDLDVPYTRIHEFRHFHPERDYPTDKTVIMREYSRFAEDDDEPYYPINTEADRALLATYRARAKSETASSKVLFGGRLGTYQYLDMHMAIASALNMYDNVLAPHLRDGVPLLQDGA
# * = called active by the depositor; ? = inconclusive; · = no result given; & = joins results of further samples. Cut-off read from the data, not from the text of the source, unless noted: active = inhibition above about 30%; inactive = the rest.
SMILES,FadD28 binding,FBA Mtb inh,BoNT A protease,BoNT-F LC inh,PrPC surface inh,CCHF vOTU inh,GDH-TPI counter,BioA inh,Mtb UGM inh
CCn1c(Cc2ccccc2)nnc1SCC(=O)NC1CCCC1,-2.1,6,-0.9,0,9,0,3,3.0,-1.7
Cc1c(NC(=O)c2cc3ccccc3c(=O)s2)c(=O)n(-c2ccccc2)n1C,2.0,-3,-0.5,-10,-16,5,5,0.7,-1.6
COc1ccc(Nc2cc(C(=O)NC3CCCC3)c3ccccc3n2)c(OC)c1,0.1,-2,1.3,4,10,1,4,0.0,0.6
CCOC(=O)C1=C2SCC(=O)N2C(N)=C(C#N)C1,-2.6,3,·,·,-4,14,16,-1.3,-0.8
C=C(C)CSc1cc(C)nc2c(-c3ccccc3)c(C)nn12,-5.3,0,?,?,7,2,-5,0.8,0.9
Cc1c2cn[nH]c(=O)c2c(C)n1-c1ccccc1,-2.0,1,-0.3,12,3,-16,13,-1.0,0.2
CC1=C(C(=O)Nc2ccccc2C(F)(F)F)C(c2ccc(C)s2)NC(=S)N1 (configuration not stated),-1.4,3,0.0,5,7,0,1,·,-2.1
COc1ccc2cc(CN(CCCN3CCOCC3)Cc3nnnn3C3CCCCC3)c(=O)[nH]c2c1,2.9,11,2.7,18,-6,-3,25,-2.4,-2.8
O=C(NCC(=O)N(CCc1ccccc1)C(C(=O)NC1CCCC1)c1cccnc1)c1ccco1 (configuration not stated),-0.1,3,0.6,-2,·,·,1,0.3,0.0
Cn1c(SCC(=O)Nc2nc3ccccc3s2)nnc1-c1ccccc1,-0.5,-5,-0.8,-20,6,6,9,-0.8,2.5
COc1ccc(S(=O)(=O)NNC(=O)Cc2csc(C)n2)cc1[N+](=O)[O-],-2.1,5,4.5,7,0,0,4,-0.8,1.9
N=c1oc2cc(O)ccc2cc1C(=O)Nc1ccc(Br)cc1,2.0,73*,-2.2,16,5,-63,16,-0.8,2.2
CSc1ccccc1C(=O)N1CCc2ccc(NC(=O)c3ccccn3)cc2C1,-4.8,-4,-0.7,-4,-3,1,2,-0.8,·
CCN1C[C@]2(CO)CC[C@H](OC)[C@@]34C5C[C@H]6[C@H](OC)C5[C@](O)(C[C@H]6OC)[C@@H](C(OC)C23)[C@@H]14 (some centres not stated),-0.4,6,0.5,-4,-2,-2,13,-4.2,-0.2
O=C(NNC(=S)NC1CC2CCC1C2)c1ccc(Cl)cc1 (configuration not stated),-0.7,-1,-1.0,-6,2,2,11,·,-0.8
COc1cccc(-c2cnc3c(NC(C)=O)cc(-c4cccc(NC(C)=O)c4)cn23)c1,-3.4,11,-0.1,-6,-2,10,1,-1.7,·
CC(C)CCNC(=O)CC1C(=O)N(Cc2ccccc2)C(C)c2nc3ccccc3n21 (configuration not stated),-3.2,-2,0.5,7,2,-5,9,7.7,1.3
CC(C)n1cnc2c(Nc3cccc(Cl)c3)nc(NCCCO)nc21,1.5,34*,-0.1,-6,0,8,1,0.3,-0.9
O=C(CN1CCSCC1)N/N=C/c1ccc(F)cc1,-5.2,0,?,5,·,·,-4,2.5,0.8
COc1cccc(-c2cccc(NC(=O)C3CCN(Cc4nccs4)CC3)c2)c1,1.4,-2,0.3,-6,-2,6,-3,1.4,-3.0
O=C(C1COc2ccccc2O1)N1CCN(c2ccccc2F)CC1 (configuration not stated),0.2,0,0.6,0,0,2,-1,-0.6,0.8
CCOc1ccc(-c2c(C(=O)N/N=C/c3ccoc3)nnn2-c2nonc2N)cc1,-2.6,2,-0.8,2,-3,14,0,-0.9,-1.1
CN(C)c1ccc(C(=O)NNC(=O)C23CC4CC(CC(C4)C2)C3)cc1,-2.2,-2,-0.4,-8,7,-2,-1,-0.9,0.8
CCCSc1nc(=O)n2cccc(C)c2n1,-5.0,0,0.2,0,1,-7,22,2.9,-0.4
CC(=O)c1ccc(N2CCN(C(=O)c3cc(-c4ccc5c(c4)OCO5)nc4ccccc34)CC2)cc1,-2.8,2,1.2,-22,6,3,30,-1.4,-0.9
O=C(CN1CCc2cc3c(cc2C1)OCCCO3)Nc1ccc(F)cc1,0.5,4,-0.9,-6,5,8,7,-3.4,1.5
COC(=O)c1ccccc1NC(=O)CN(c1ccc(OC)cc1)S(C)(=O)=O,-1.8,1,-0.2,-9,17,9,-6,-0.1,-4.3
Cc1ccc(-c2nc(CS(=O)(=O)CC(=O)N3CCCCCC3)c(C)o2)cc1,-1.2,7,-0.7,-10,19,20,1,-0.2,1.4
CC/C=C/C(=O)N1CC2(CC(c3cccc(NC(=O)CC)c3)=NO2)C[C@H]1C(N)=O (some centres not stated),-0.6,2,0.0,-1,-1,15,-4,3.0,0.2
CC1(C)CC(=O)C=C(NNC(=O)c2ccccc2O)C1,0.3,0,-1.0,-1,-8,-15,40*,-3.2,3.9
COc1cc(/C=C2\CC(C(C)(C)C)C/C(=C\c3cc(OC)c(OC)c(OC)c3)C2=O)cc(OC)c1OC (configuration not stated),-1.8,2,-2.4,-22,-7,15,9,4.7,1.4
O=C1c2ccccc2C(=O)N1CCn1c(=O)oc2ccccc21,-1.7,-4,-0.9,-15,-2,-3,-2,-1.3,-0.1
CCN1C/C(=C/c2sccc2C)c2nc3ccccc3c(C(=O)O)c2C1,-2.9,1,1.5,-11,-2,-3,12,-1.6,-4.6
CCOc1ncccc1C(=O)NCc1ccc(C)cc1,-5.2,-2,-0.4,5,4,-7,7,1.5,2.6
O=C(CCN1CCCCCC1)Nc1cccc(F)c1,1.4,0,-0.4,-3,-4,7,6,0.0,2.9
CCCCc1cc(=O)oc2c(CN(C)C)c(O)c(Cl)cc12,1.4,·,-0.4,-3,-2,-312,12,-2.2,-2.2
COc1ccccc1S(=O)(=O)N(C)C[C@@H]1OCc2cnnn2CCCC(=O)N([C@@H](C)CO)C[C@H]1C,-4.1,-1,-0.1,-1,-3,-9,-3,-1.7&-2.0,·
COCCN(C(=O)COC(=O)c1c(NC(C)=O)sc(C)c1C)c1c(N)n(Cc2ccccc2)c(=O)[nH]c1=O,-1.1,-1,1.4,-2,-2,6,4,·,-0.3
CCC(=O)Nc1ccc(Cl)c(Cl)c1,-5.5,-1,1.1,10,1,10,-18,0.7,·
O=C(O)CCC(=O)NCc1ccc2[nH]c3c(c2c1)CCCC3,0.4,4,0.1,-6,0,17,-8,0.0,-1.3
Cc1cccc(N2CN=c3s/c(=C\c4ccccn4)c(=O)n3C2)c1,-1.4,-1,·,·,-25,-8,64*,-0.4,-3.7
CCOC(=O)CCCNC(=O)COc1ccccc1C#N,-3.1,10,-0.9,21,-1,1,-2,-1.9,-0.3
CC1=NN(c2ccccc2)C(=O)/C1=C/c1ccc(Cl)cc1,1.5,0,0.4,?,6,89*,-1,0.3,-2.1
CC(=O)Nc1ccc(S(=O)(=O)N(C)Cc2cnn(C)c2)cc1,-2.3,-1,-2.8,-4,-4,-3,1,2.3,1.1
CC1CCN(c2nnc(-c3cccs3)c3ccccc23)CC1,0.0,0,4.0,-2,1,13,3,·,1.3
O=C(CCN1CCN(c2ccccc2)CC1)N/N=C/c1ccccc1OC(F)F,0.0,1,0.0,-3,-2,1,6,·,0.6
COC(=O)CSc1nc2ccccc2c(=O)n1Cc1ccccc1,-0.6,2,?,?,7,5,10,-0.7,0.7
Cc1ccc([C@@H]2CC=C(C(=O)O)[C@H](c3cccc(F)c3)N2S(=O)(=O)c2ccccc2C)cc1,-6.3,-1,-0.2,2,3,27,18,1.1,-3.7
COc1cc2cnc(-c3ccccc3)c(-c3cc(OC)c(OC)c(OC)c3)c2cc1OC,-7.3,1,-0.5,-1,4,6,0,1.1,1.8
COc1ccc(-c2csc3nc(C)nc(N4CCN(c5ccc(C(C)=O)cc5)CC4)c23)cc1OC,-2.9,7,0.4,1,-3,6,9,0.4,-1.4
C[C@@H]1CN([C@H](C)CO)C(=O)c2cccc(NC(=O)NC3CCCCC3)c2O[C@@H]1CN(C)C(=O)Nc1ccc(C(F)(F)F)cc1,-3.4,1,-0.7,-14,·,·,4,-1.8&-1.0,-0.6
Cc1cc(NC(=O)COC(=O)C(Nc2ccc(C(F)(F)F)cc2Cl)C(C)C)no1 (configuration not stated),-6.1,-4,0.7,17,13,9,7,-0.2,6.4
S=C(NCCN1CCOCC1)N/N=C/c1c2ccccc2cc2ccccc12,0.1,-4,25,25,2,1,8,-2.0,-0.1
Cc1ccccc1C(=O)OC(C)C(=O)NCc1ccc2c(c1)OCO2 (configuration not stated),-1.6,1,4.2,2,5,4,6,·,1.1
CC(C)(C)NC(=O)Cn1cnc([N+](=O)[O-])n1,1.4,0,-0.6,-8,-11,-1,6,-1.6,-0.3
O=C(Nc1ccc2c(c1)OCCO2)c1cnc2ccccn2c1=O,-2.2,0,-0.3,-1,-4,-7,4,2.2,0.0
Cc1ccc(S(=O)(=O)N2CCOCC2)cc1NC(=O)CSCc1c(C)noc1C,-0.9,0,-3.1,-20,4,-5,5,0.8,-1.6
O=C(NCc1cccs1)c1cc(-c2ccc(O)cc2)on1,-1.4,1,-0.1,2,14,-10,1,·,-1.1
CCn1nccc1C(=O)Nc1ccc(C)c(C)c1,-3.4,-5,-0.6,?,·,·,5,-0.6,2.2
CC(C)CC(=O)N(Cc1ccc(F)cc1)C1CCS(=O)(=O)C1 (configuration not stated),-0.7,-3,-0.6,-5,-5,-13,-6,-0.1,1.2
# Next compounds
SMILES,FadD28 binding,FBA Mtb inh,BoNT A protease,BoNT-F LC inh,PrPC surface inh,CCHF vOTU inh,GDH-TPI counter,BioA inh,Mtb UGM inh
Cc1cc(NC(=O)Nc2cc(C)nn2-c2ccccc2)n(-c2ccccc2)n1,-4.3,-2,0.7,-5,-3,11,2,-0.5,0.1
CCN(CC)CCCNc1cc(C)nc2cc(-c3cccs3)nn12,-0.5,19,-0.8,0,-7,-17,6,·,-3.1
Cc1nn(-c2ccc(Cl)cc2)c2[nH]c(CCl)cc(=O)c12,·,7,-0.4,-10,8,-1,17,-5.7,1.6
NC(=O)[C@@H]1CCOc2c(F)cc([N+](=O)[O-])cc2C(=O)N[C@@H](CO)C(=O)NCC(=O)N1,-0.7,-3,-0.4,-8,-16,6,8,0.0,-1.8
COc1cc(OC)cc(C(=O)OCC(=O)Nc2ccc(N3CCCCC3)cc2)c1,-1.9,-1,0.3,-28,-5,14,6,-0.8,-2.5
CC1CCN(C(=O)CCNS(=O)(=O)c2ccc(Cl)cc2)CC1,-2.1,-1,-3.7,2,0,1,-5,0.7,-0.7
CCn1c(SCC(=O)c2cc(C)n(-c3ccc(C(=O)OC)cc3)c2C)nnc1-c1cccnc1,-2.5,-3,-1.4,22,7,-12,13,4.4,0.3
CCOc1ccc(C/C(N)=N/n2cnnc2)cc1,-2.7,-4,0.0,-1,10,4,7,-1.6,-2.0
O=C1c2ccccc2NC(c2cc(Cl)cc(Cl)c2O)N1Cc1cccnc1 (configuration not stated),2.1,6,1.2,21,1,-11,8,2.2,-3.2
COc1ccc(N(C(=O)c2ccc(Br)o2)C2C=CS(=O)(=O)C2)cc1 (configuration not stated),-3.0,0,-0.6,-2,-10,11,8,0.3,-2.1
O=C(Nc1ccccc1Cl)Nc1ccnn1C1CCN(C(=O)C2CCOC2)CC1 (configuration not stated),-1.1,0,-0.2,-2,0,-9,5,-0.7,·
O=C(CCc1ccccc1F)N1CCN(c2ccccc2)CC1,-0.4,0,-1.4,-8,-1,2,9,4.4,-0.5

# Four entries from above, with tabs.
Structure	FadD28 binding	FBA Mtb inh	BoNT A protease	BoNT-F LC inh	PrPC surface inh	CCHF vOTU inh	GDH-TPI counter	BioA inh	Mtb UGM inh
Cc1nn(-c2ccc(Cl)cc2)c2[nH]c(CCl)cc(=O)c12	·	7	-0.4	-10	8	-1	17	-5.7	1.6
NC(=O)[C@@H]1CCOc2c(F)cc([N+](=O)[O-])cc2C(=O)N[C@@H](CO)C(=O)NCC(=O)N1	-0.7	-3	-0.4	-8	-16	6	8	0.0	-1.8
COc1cc(OC)cc(C(=O)OCC(=O)Nc2ccc(N3CCCCC3)cc2)c1	-1.9	-1	0.3	-28	-5	14	6	-0.8	-2.5
CC1CCN(C(=O)CCNS(=O)(=O)c2ccc(Cl)cc2)CC1	-2.1	-1	-3.7	2	0	1	-5	0.7	-0.7
